# Screens (PubChem)
# ERa coact pot = ER-alpha (human) coactivator binding potentiation | P03372 | TR-FRET ERalpha-LBD/SRC-Cy5 coactivator binding, 2 h; 100 = basal binding, no effect | coactivator binding (% of control), % at 25.6 µM | hit rate 1.3% among 86,000 | AID 639; in the data active = activity above about 200%;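 note: binding measured in presence of low estradiol as agonist stimulus; 0% = peptide alone without receptor and 100% = receptor with peptide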
# Calb biofilm kill = kills Candida albicans biofilms. C. albicans biofilm + clotrimazole, Alamar Blue. inhibition, % at 6 µM. hit rate 0.14% among 85,000. AID 834;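 active = inhibition above 20%; inactive = inhibition below 20%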;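 note: preformed 24 hr biofilms exposed to compound for 48 hr; 0% = biofilm without compound and 100% = blank killed by clotrimazole plus chlorhexidine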
# sEH act = soluble epoxide hydrolase (human) activation; P34913; purified human sEH enzymatic activity, activator screen; activation, % at 2 µM; hit rate 0.04% among 91,000; in the data active = activation above about 37%; note: values of inactives mirror those of a sister screen read the other way
# Target sequence (P34913 whole entry, looked up): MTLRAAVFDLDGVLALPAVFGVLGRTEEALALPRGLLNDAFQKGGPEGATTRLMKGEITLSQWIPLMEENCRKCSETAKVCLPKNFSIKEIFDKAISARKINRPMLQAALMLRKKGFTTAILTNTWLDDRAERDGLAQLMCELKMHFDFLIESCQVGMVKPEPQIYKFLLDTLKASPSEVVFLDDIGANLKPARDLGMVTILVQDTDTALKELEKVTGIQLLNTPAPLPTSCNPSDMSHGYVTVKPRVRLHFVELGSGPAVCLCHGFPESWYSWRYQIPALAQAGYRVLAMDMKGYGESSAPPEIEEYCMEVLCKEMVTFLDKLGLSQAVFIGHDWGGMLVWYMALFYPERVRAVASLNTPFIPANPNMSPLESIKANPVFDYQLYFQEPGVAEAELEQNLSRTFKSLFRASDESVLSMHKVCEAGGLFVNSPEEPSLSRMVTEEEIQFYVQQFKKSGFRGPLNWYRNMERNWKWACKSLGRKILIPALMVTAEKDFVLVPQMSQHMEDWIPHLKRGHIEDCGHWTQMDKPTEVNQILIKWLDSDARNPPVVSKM
# sEH inh = inhibitors of human soluble epoxide hydrolase | P34913 | recombinant human sEH enzymatic activity assay | hit rate 0.34% among 91,000 | inhibition, % at 2 µM; in the data active = inhibition above about 80%; note: values of inactives mirror those of a sister screen read the other way; many of its hits are not listed in these tables
# CD11b adhes inh = blocks human CD11b/CD18 adhesion to fibrinogen; inhibition, % at 10 µM; P05107+P11215; hit rate 0.54% among 93,000; K562 CD11b/CD18 adhesion to fibrinogen, ATPlite luminescence; Mn2+ added to activate the integrin;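 active = primary inhibition of 50% or more at 10 µM, then 40% or more on retest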; note: some results filed as inactive read as strong as hits
# Smad3 inh = blocks human Smad3 binding to FoxH1 peptide. P84022. TR-FRET Smad3/Dy647-FoxH1 peptide binding, europium anti-His. inhibition, % at 25 µM. hit rate 0.29% among 88,000. AID 630;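 active = compounds that reduce the energy-transfer binding signal between the protein and its labelled peptide by more than half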;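 note: 0% = Smad3 plus labelled peptide maximal FRET and 100% = peptide-only background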
# ERb SRC1 inh = ER-beta (human) coactivator binding inhibition. Q92731. TR-FRET ER-beta LBD / SRC1-Cy5 peptide binding; receptor agonist-loaded with 1 µM estradiol. inhibition, % at 25.6 µM. hit rate 1.3% among 86,000. AID 633;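 active = compounds whose percent inhibition of the receptor-coactivator binding signal exceeds about 50% in the single-dose screen, limit read from the data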;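 note: 0% = receptor plus peptide wells without compound and 100% = peptide-only wells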
# Target sequence (Q92731 whole entry, looked up, the tested form may be a part): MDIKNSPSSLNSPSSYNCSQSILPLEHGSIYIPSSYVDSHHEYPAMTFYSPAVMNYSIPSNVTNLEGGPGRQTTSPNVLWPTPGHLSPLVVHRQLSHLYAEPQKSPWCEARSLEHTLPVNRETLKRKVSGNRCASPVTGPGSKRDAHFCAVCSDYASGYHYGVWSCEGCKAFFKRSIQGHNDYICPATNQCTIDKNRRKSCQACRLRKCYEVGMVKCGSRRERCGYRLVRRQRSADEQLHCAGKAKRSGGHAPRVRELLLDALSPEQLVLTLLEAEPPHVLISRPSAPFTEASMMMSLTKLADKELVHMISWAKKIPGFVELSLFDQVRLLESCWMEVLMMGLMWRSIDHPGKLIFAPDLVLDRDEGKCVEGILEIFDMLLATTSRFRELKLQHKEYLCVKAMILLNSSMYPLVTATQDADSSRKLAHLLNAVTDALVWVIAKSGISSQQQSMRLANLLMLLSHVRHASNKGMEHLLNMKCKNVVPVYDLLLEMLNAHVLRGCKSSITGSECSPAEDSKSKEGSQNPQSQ
# MT1-MMP txn act = MT1-MMP promoter transcription activation; HT1080 MT1-MMP promoter luciferase reporter, luminescence, overnight; active compounds read high; activation factor at 10 µM; hit rate 0.16% among 86,000;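 active = activation factor of at least 2 for MT1-MMP transcription at 10 µM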
# CD11b adhes enh = enhancers of human CD11b/CD18 binding to fibrinogen | P05107+P11215 | K562 CD11b/CD18 adhesion to fibrinogen, ATPlite luminescence | activation, % at 10 µM | hit rate 0.07% among 93,000 | AID 1499;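 active = 10 µM primary screen giving 50% or more activity, confirmed by 40% or more on retest at that dose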; note: strong numbers were not always called active; reference of the scale not given here
# The depositor's hits bear a star; x = not tested or not shown; [ ] = another dose, or the depositor's remark. Not all compounds are listed; the hit share may differ from the screen's.
# Values run as follows: ERa coact pot, Calb biofilm kill, sEH act, sEH inh, CD11b adhes inh, Smad3 inh, ERb SRC1 inh, MT1-MMP txn act, CD11b adhes enh
Cc1c(C(=O)Nc2ccccc2Cl)oc2ccc(S(=O)(=O)N3CCC4(CC3)OCCO4)cc12
    119, 6, 2, -3, -3, 17[fluorescence artefact?], 22, 0.9, 9
Cn1c(=O)c2cc(S(=O)(=O)NC(C(=O)Nc3cccnc3)c3ccccc3)ccc2n(C)c1=O (stereo unspecified)
    91, 15, -1, 1, -4, 12, -7[fluorescence artefact?], 1, -2
Cc1ccccc1C(O)c1ccccn1 (stereo unspecified)
    x, x, -1, 2, -5, x, x, x, -2
COc1ccc(S(=O)(=O)N(CC(=O)O)c2ccccn2)cc1
    97, -1, -1, -2, 13, 7, 3, 1.3, -2
COc1cc(S(=O)(=O)NCc2ccccc2)ccc1F
    111, 6, -6, 8, -8, 4, -6, x, 2
Cn1c(-c2ccccc2O)cc2ccccc21
    96[fluorescence artefact?], 8, 2, 0, x, 0, -5, 1.3, x
Cc1ccc(C)c(Cn2c(=O)c3c(nc4n3CCN4Cc3ccco3)n(C)c2=O)c1
    118, -2, 0, -2, x, 6, -5[fluorescence artefact?], 1.2, x
CN(Cc1ccccc1)c1nc2c(c(=O)[nH]c(=O)n2C)n1CCOc1ccccc1
    111, 3, -5, 2, -3, 4, -2, 1.1, 0
NC(=O)C1CCN(C(=O)c2ccco2)CC1
    110, 2, -3, 6, x, -1, -17, 1.3, x
Cn1cccc1/C=C1\CC(C(C)(C)C)C/C(=C\c2cccn2C)C1=O (stereo unspecified)
    84, -5, -6, 4, 3, 17, -6, 0.9, 0
O=[N+]([O-])c1nn(-c2ccc3c(c2)OCCO3)n(O)c1=NC1CCCC1
    99, 4, -12, 12, -38, 6, -6, 1.2, -1
O=C(NCC(=O)N(c1ccccc1)C(C(=O)NC1CCCC1)c1ccncc1)c1ccco1 (stereo unspecified)
    110, 8, 10, -9, x, 7, -1, 1.2, x
COc1ccc(Cc2nc(-c3ccc(Cl)cc3)no2)cc1
    110, 1, 7, -3, 25, 2, -3, 1.2, -3
COc1cccc(OC)c1OCCNCCO
    102, 5, x, x, 0, 1, 4, 1.1, -4
CCn1c(SCC(=O)Nc2nc3c(s2)CCCC3)nnc1-c1ccccc1
    94, 3, 8, -11, 0, 2, 6[fluorescence artefact?], 1.1, -2
Cc1cccc(N2CCN(C(=O)c3cc4c(=O)n(C)c5ccccc5c4n3C)CC2)c1C
    312*, 17, x, x, 1, -22, 28[fluorescence artefact?], 1, 0
Cc1cc(C)n(CCOc2ccc(Cl)cc2Cl)n1
    111, 0, -9, 10, 0, 0, -1, 1.2, -9
O=C(OCC(=O)N1CCCC1)c1ccccc1OCc1ccccc1
    72, 4, -6, 7, -22, -10, 16[fluorescence artefact?], 1.2, 1
Cc1ccc(OCC(=O)N2CCN(c3nnc(-c4ccc(C)cc4)c4ccccc34)CC2)cc1
    100, 5, -1, 0, 22, 26[fluorescence artefact?], -8, 1, 0
CCOC(=O)c1nnn(-c2nonc2N)c1COc1c(C=O)cccc1OC
    98, 6, 6, -6, 1, 8, 4, 1.1, 0
CC1(CCc2ccccc2)NC(=O)N(Cc2nnc(-c3ccccc3Br)o2)C1=O (stereo unspecified)
    57[fluorescence artefact?], 4, -11, 15, -2, -8, 25, 1.1, 1
CC(=O)Nc1ccc(S(=O)(=O)NCCN2CCOCC2)cc1
    122, 2, x, x, 0, -10, 1, 1.3, -5
COc1ccc(N(CC(=O)NC2CCCCC2)S(=O)(=O)c2cccnc2)cc1
    129, 3, 8, -9, -4, -3, -3[fluorescence artefact?], 1, 2
Cn1c(COc2ccccc2)nnc1SCC(=O)NCc1ccccc1
    103, 3, 9, -8, 1, 0, 2, 1, -3
CC(C)c1ccccc1NC(=O)c1cccc(NC(=O)c2ccccc2)c1
    116, 2, -24, 21, -6, 28, 5[fluorescence artefact?], 1, -3
CC(Sc1ncnc2ccccc12)C(=O)Nc1ccc2c(c1)OCO2 (stereo unspecified)
    87[fluorescence artefact?], 7, x, x, x, -10, -1, 1.1, x
Cc1cc(C(=O)Nc2nnc(C3CCCCC3)s2)no1
    107, 5, 6, -8, -12, -18, 14[fluorescence artefact?], 1.2, 5
Cc1cc(NC(=O)CSc2ccc3ccccc3c2)no1
    30, -3, -7, 10, 19, -1, 27, 1, 3
CCOC(=O)c1cccc(NC(=O)CSc2nc3ccccc3c(=O)n2CC)c1
    198[fluorescence artefact?], 2, -16, 17, -36, -9, 17[fluorescence artefact?], 1.3, -1
CC(C)(C)NC(=O)C(c1ccncc1)N(Cc1cccs1)C(=O)Cn1nnc(-c2ccc(F)cc2)n1 (stereo unspecified)
    97, 3, -2, 5, x, 3, -4, 1.1, x

# Later entries
# Values run as follows: ERa coact pot, Calb biofilm kill, sEH act, sEH inh, CD11b adhes inh, Smad3 inh, ERb SRC1 inh, MT1-MMP txn act, CD11b adhes enh
CCc1nnc(NC(=O)CSc2nnc(-c3cccnc3)n2CC)s1
    75, 4, 10, -12, -2, 3[fluorescence artefact?], 19, 1.1, 0
CCOc1ccccc1-c1nc(-c2ccc(NC(=O)Cc3ccc(OC)cc3)cc2)no1
    287*[fluorescence artefact?], 6, 1, 0, x, 2, 50*[fluorescence artefact?], 1.1, x
C=CCn1c(N)cc(=O)nc1SCC(=O)Nc1ccccc1
    114, 2, 0, 3, -12, -19, -6, 1.2, 1
Cc1ccc(NC(=O)CCN2C(=O)CSC2=O)c(C)c1
    107, 10, -9, 12, x, 11, -30[fluorescence artefact?], 1.1, x
O=c1c2cnn(-c3ccccc3)c2ncn1/N=C/c1ccncc1
    117, 7, 5, -7, x, 7, 3, 1.2, x
O=C(NCC1CCCO1)c1cccnc1Nc1ccccc1F (stereo unspecified)
    104, 5, -3, 3, -6, 8, -18, 1.2, 0
Cc1c(/C=C(\C#N)c2nn(-c3ccccc3)c(N)c2C#N)c2ccccc2n1Cc1ccc(F)cc1
    160, 3, 5, -3, -10, 28[fluorescence artefact?], -18[fluorescence artefact?], 1, 1
COc1ccc(C2C(C#N)=C(N)Oc3n[nH]c(-c4ccccn4)c32)c(OC)c1OC (stereo unspecified)
    103, -7, 8, -10, 10, 4, 2, 1.4, 2
CCOc1ccc(C(=O)NCC(C)C)cc1
    96, 8, -10, 8, -3, 6, -17, 1.4, 2
O=c1[nH]c(CN2CCN(c3ccc([N+](=O)[O-])cc3)CC2)nc2ccsc12
    102, 3, -8, 11, 3, 7, 0[fluorescence artefact?], 1.3, 0
O=C(Nc1ccc(Cl)cc1)N1CCCN(Cc2ccc(F)cc2)C1
    97, 7, -27, 27, -3, -1, 3, 1, 1
COc1ccc(C(=O)Cc2cnn(-c3ccccc3)c2)c(O)c1
    92, -2, -9, 9, -29, 18, 2, 1.3, -4
O=C(CN1C(=O)c2ccccc2C1=O)N1CCN(c2ccccn2)CC1
    105, 3, -2, 5, -5, 1, -3, 1.1, -2
Cc1cccc(C)c1NC(=O)c1ccc(CN2CCc3ccccc3C2)cc1
    x, x, -1, 3, 17, x, x, x, 7
OCCCc1nc2n(n1)C(c1ccccc1)C=C(c1ccc(F)cc1)N2 (stereo unspecified)
    110, 8, -12, 15, x, 6, -26[fluorescence artefact?], 1.1, x
CN1CCN(c2nc3c(c(=O)n(C)c(=O)n3C)n2CC(=O)C23CC4CC(CC(C4)C2)C3)CC1
    103, -2, x, x, 9, -6, -9[fluorescence artefact?], 1.1, -5
CCCc1cc(-c2n[nH]c(C)c2-c2ccc(C(=O)OCC)o2)c(O)cc1O
    78[fluorescence artefact?], 4, -8, 9, 22, 11, -21, 1.2, 4
COc1ccc(CCn2c(=N)c(C(=O)N3CCN(C)CC3)cc3c(=O)n4ccccc4nc32)cc1
    87, 2, 23, -27, -16, 4, 23[fluorescence artefact?], 1, -7
CCC(C)NC(=O)C1CCCN(c2nc(C)cc(OC)n2)C1 (stereo unspecified)
    95, -3, -12, 15, x, -14[fluorescence artefact?], 0[fluorescence artefact?], 1.1, x
COC(=O)C1=CN(C(C)C)C=C(C(=O)OC)C1c1cc2c(cc1Br)OCO2
    99, 1, 11, -11, x, 9, 1, 1.2, x
O=C(NCCN1CCN(C(=O)NC2CCCCC2)CC1)NC1CCCCC1
    110, 2, x, x, -12, 4, -13, 1, -1
Cc1ccc(SCC(=O)Nc2ccc(N3CCN(C)CC3)c(F)c2)cc1
    x, x, -6, 6, -7, x, x, x, -1
O=C(CSc1nnnn1-c1ccccc1)N1CCN(C(=O)c2ccco2)CC1
    116, 6, 8, -8, 4, 7[fluorescence artefact?], -4, 1.2, -2
O=C(NC(=O)c1cccc(Cl)c1)OC[C@@H]1CCCN2CCCCC12 (stereo partly specified)
    107, 4, x, x, -8, -12, 0[fluorescence artefact?], x, 0
O=C(NCCOc1nc(N2CCOCC2)nc(N2CCOCC2)n1)Nc1ccc(Cl)cc1
    101, -4, -11, 13, 0, 7, -29, 1.1, -4
CCC(CC)C(=O)NCc1ccccc1Cl
    107, 4, x, x, -5, 4, -8, 1.1, -1
Cc1cccc(NC(=O)C2CC(=O)OC23CCCC3)c1 (stereo unspecified)
    48[fluorescence artefact?], -1, 2, 3, x, 11, 36, 1.1, x
Cc1nn2c(C(F)(F)F)cc(-c3ccc(Cl)cc3)nc2c1C(=O)N1CCOCC1
    99[fluorescence artefact?], 3, 6, -7, -9, 9, -5, 1.1, 1
COc1ccc(NC(=S)NCCC(c2ccccc2)c2ccccc2)c(OC)c1
    x, x, -44, 44, 70, x, x, x, -7
C[C@H](NC(=O)Nc1ccc2c(c1)OCCO2)C(=O)O
    124, 7, 1, 0, -2, 9, -12, 1, -1
COc1ccccc1NC(=O)CN1C(=O)C(C)Oc2ccccc21 (stereo unspecified)
    103[fluorescence artefact?], 11, -4, 3, -15, -2[fluorescence artefact?], -5, 1.1, -1
CCC(C)NS(=O)(=O)c1ccc(NS(=O)(=O)c2ccc(F)cc2)cc1 (stereo unspecified)
    100, -3, 10, -11, -2, -14, -3, 0.9, -2

# 12 of the compounds above, in CSV form.
Compound,ERa coact pot,Calb biofilm kill,sEH act,sEH inh,CD11b adhes inh,Smad3 inh,ERb SRC1 inh,MT1-MMP txn act,CD11b adhes enh
O=C(NCCN1CCN(C(=O)NC2CCCCC2)CC1)NC1CCCCC1,110,2,x,x,-12,4,-13,1,-1
Cc1ccc(SCC(=O)Nc2ccc(N3CCN(C)CC3)c(F)c2)cc1,x,x,-6,6,-7,x,x,x,-1
O=C(CSc1nnnn1-c1ccccc1)N1CCN(C(=O)c2ccco2)CC1,116,6,8,-8,4,7[fluorescence artefact?],-4,1.2,-2
O=C(NC(=O)c1cccc(Cl)c1)OC[C@@H]1CCCN2CCCCC12 (stereo partly specified),107,4,x,x,-8,-12,0[fluorescence artefact?],x,0
O=C(NCCOc1nc(N2CCOCC2)nc(N2CCOCC2)n1)Nc1ccc(Cl)cc1,101,-4,-11,13,0,7,-29,1.1,-4
CCC(CC)C(=O)NCc1ccccc1Cl,107,4,x,x,-5,4,-8,1.1,-1
Cc1cccc(NC(=O)C2CC(=O)OC23CCCC3)c1 (stereo unspecified),48[fluorescence artefact?],-1,2,3,x,11,36,1.1,x
Cc1nn2c(C(F)(F)F)cc(-c3ccc(Cl)cc3)nc2c1C(=O)N1CCOCC1,99[fluorescence artefact?],3,6,-7,-9,9,-5,1.1,1
COc1ccc(NC(=S)NCCC(c2ccccc2)c2ccccc2)c(OC)c1,x,x,-44,44,70,x,x,x,-7
C[C@H](NC(=O)Nc1ccc2c(c1)OCCO2)C(=O)O,124,7,1,0,-2,9,-12,1,-1
COc1ccccc1NC(=O)CN1C(=O)C(C)Oc2ccccc21 (stereo unspecified),103[fluorescence artefact?],11,-4,3,-15,-2[fluorescence artefact?],-5,1.1,-1
CCC(C)NS(=O)(=O)c1ccc(NS(=O)(=O)c2ccc(F)cc2)cc1 (stereo unspecified),100,-3,10,-11,-2,-14,-3,0.9,-2
